G9a inh – G9a (human) methyltransferase inhibition; Q96KQ7; G9a H3K9 monomethylation, AlphaScreen, 2 h; Potency, µM (top dose mostly 102 µM), for inactives: at the highest dose activity, negative = inhibition, usual class: inhibitors; 350,000 tested, 8.8% active; AID 504332; note: potency is the fitted concentration of half-maximal effect; % is set by controls: 0 for no effect and ±100 for the full control effect; nearly all actives have a fitted effect of over 75% in size
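G9a (20 nM) preincubated 15 min RT with compounds, then 500 nM biotinylated H3K9 peptide and 20 uM SAM added; 2 h RT reaction. Monomethyl-H3K9 product detected by AlphaScreen with anti-H3K9me1 antibody, streptavidin donor and anti-rabbit IgG acceptor beads.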
HP1b chromo inh – HP1-beta chromodomain-methylated histone interaction inhibition | 390,000 tested, 0.56% active | P83916 | AID 540317 | AlphaScreen HP1-beta / biotin-H3K9me3 peptide binding | Potency, µM (series often up to 114 µM), without a hit: top-dose activity change, negative = inhibition, actives largely listed as inhibitors; note: potency is the fitted concentration of half-maximal effect; nearly all actives have a fitted effect of over 70% in size; inactives centre near 23
Target sequence (P83916 whole entry, looked up): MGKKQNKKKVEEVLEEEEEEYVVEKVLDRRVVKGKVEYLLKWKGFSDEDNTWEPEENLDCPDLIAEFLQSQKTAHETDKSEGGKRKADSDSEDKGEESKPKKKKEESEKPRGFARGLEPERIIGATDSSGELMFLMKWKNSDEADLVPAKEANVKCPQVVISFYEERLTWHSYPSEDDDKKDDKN
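Compound inhibition of the preformed complex between 50 nM HP1-beta and 50 nM biotinylated H3K9me3 peptide was read by AlphaScreen. Buffer was PBS pH 7.4 with 0.01% Tween-20. Incubations ran 30 min at room temperature, with 10 ug/mL donor/acceptor beads.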
12-LOX inh – inhibitors of human 12S-lipoxygenase ALOX12; purified 12hLO, xylenol orange hydroperoxide absorbance; Potency, µM (highest dose often 108 µM), without a hit: top-dose activity change, negative = inhibition, usual class: inhibitors; 580,000 tested, 1.1% active; AID 1671190; note: potency is the fitted concentration of half-maximal effect; % is set by controls: 0 for no effect and ±100 for the full control effect
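Purified human 12hLO at 150 nM in 25 mM Hepes, 0.01% Triton X-100, pH 7.0, preincubated 15 min at room temperature with compound. Reaction started with 40 uM arachidonic acid, 30 min at room temperature. Hydroperoxide measured by Fe-xylenol orange, 573/405 nm absorbance ratio.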
RGS4 inh – human RGS4 inhibition. P49798. Transcreener GDP fluorescence polarization, RGS4-accelerated GTP hydrolysis. 390,000 tested, 0.039% active. Potency, µM (doses to about 114 µM), for inactives: top-dose activity change, negative = inhibition, most hits filed as inhibitors. AID 504845; note: potency is the fitted concentration of half-maximal effect; % is set by controls: 0 for no effect and ±100 for the full control effect; nearly all actives have a fitted effect of over 75% in size; some results filed as inactive show a strong effect at the top dose
Target sequence (P49798 whole entry, looked up): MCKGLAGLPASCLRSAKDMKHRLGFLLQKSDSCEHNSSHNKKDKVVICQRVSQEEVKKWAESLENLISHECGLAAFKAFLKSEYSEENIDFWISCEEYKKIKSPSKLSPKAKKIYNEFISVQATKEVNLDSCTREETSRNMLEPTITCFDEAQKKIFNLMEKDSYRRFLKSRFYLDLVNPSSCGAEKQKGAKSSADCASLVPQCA
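MLSMR compounds (23 nl, pin-transferred) preincubated 10 min at room temperature with a 500nM (2x) first reagent, then RGS4 at 900nM (2x) plus Transcreener GDP mix added; fluorescence polarization (620/688 nm) read before and after 90 min at 30 °C.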
ERG Ets-DNA blk – blocks human ERG Ets domain binding to DNA | fluorescence polarization, His-ERG Ets domain / labelled DNA | Potency, µM (titrated, usually from 76.9 µM), for inactives: top-dose FP activity, negative = inhibition, actives largely listed as inhibitors | AID 624246 | 370,000 tested, 0.028% active | P11308; active = well fitted inhibition curve with a large enough effect in the polarisation, with a control signal flat; inconclusive = small, poorly fitted or top-dose-only effect, or effect the other way, or a change in a side signal; inactive = no such curve, though single readings can be large or run the other way; the % refers to the polarisation;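 note: polarization taken with two DNA probes labelled with fluorescein and Texas red; potency is the fitted concentration of half-maximal effect; % of control where 0% means no effect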
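His-tagged ERG Ets domain (1 uM in the protein solution; 300mM KCl, 50mM Tris-HCl, 1mM EDTA, 1mM DTT, pH 7.5) received compound, then a probe mix of 5 nM fluorescein-DNA and 100nM Texas-615-DNA. Fluorescence polarization was read for both dyes.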
PI4K2A block – blocks human PI4K2A kinase activity; Q9BTU6; purified PI4K2A, ADP-Glo luminescence, 1 h; stronger effect = lower value; activity change, negative = inhibition, % at 76.9 µM; 420,000 tested, 0.13% active; in the data active = activity change below about -50%; inconclusive = mostly about -30% to -49%;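 note: -100% = wells without enzyme as full effect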
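Compounds are screened against recombinant PI4K2A using PI as substrate and ATP, the latter dispensed at 300 microM. Reactions run one hour at ambient temperature before ADP-Glo detection; full inhibition defined by wells lacking enzyme.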
JMJD2A Tudor inh – blocks the human JMJD2A Tudor domain; O75164; AlphaScreen JMJD2A-Tudor / H3K4me3 peptide binding; Potency, µM (series often up to 114 µM), for the others: at the top dose activity change, negative = inhibition, hits mostly inhibitors; 390,000 tested, 4.4% active; note: potency is the fitted concentration of half-maximal effect; % is set by controls: 0 for no effect and ±100 for the full control effect; nearly all actives have a fitted effect of over 50% in size
BAZ2B inh – BAZ2B (human) inhibition. Potency, µM (top dose mostly 114 µM), for inactives: at the highest dose activity change, negative = inhibition, most hits filed as inhibitors. AID 504333. 360,000 tested, 4.4% active. AlphaScreen BAZ2B-H3K14Ac peptide displacement; note: potency is the fitted concentration of half-maximal effect; % is set by controls: 0 for no effect and ±100 for the full control effect; nearly all actives have a fitted effect of over 60% in size
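BAZ2B 50 nM plus b-H3(5-23)K14Ac 50 nM, PBS pH 7.4/0.01% Tween-20, 30 min RT; compound added (max 110 uM), 30 min RT; streptavidin donor/Ni-chelate acceptor beads 10 ug/mL final, 20 min dark; AlphaScreen read.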
GLS inh – inhibitors of human glutaminase (GLS); Potency, µM (highest dose often 45.5 µM), inactives show at the highest dose activity change, negative = inhibition, most hits filed as inhibitors; GLS enzymatic activity, qHTS titration; O94925; 410,000 tested, 0.21% active; note: potency is the fitted concentration of half-maximal effect; % is set by controls: 0 for no effect and ±100 for the full control effect
Target sequence (O94925 whole entry, looked up): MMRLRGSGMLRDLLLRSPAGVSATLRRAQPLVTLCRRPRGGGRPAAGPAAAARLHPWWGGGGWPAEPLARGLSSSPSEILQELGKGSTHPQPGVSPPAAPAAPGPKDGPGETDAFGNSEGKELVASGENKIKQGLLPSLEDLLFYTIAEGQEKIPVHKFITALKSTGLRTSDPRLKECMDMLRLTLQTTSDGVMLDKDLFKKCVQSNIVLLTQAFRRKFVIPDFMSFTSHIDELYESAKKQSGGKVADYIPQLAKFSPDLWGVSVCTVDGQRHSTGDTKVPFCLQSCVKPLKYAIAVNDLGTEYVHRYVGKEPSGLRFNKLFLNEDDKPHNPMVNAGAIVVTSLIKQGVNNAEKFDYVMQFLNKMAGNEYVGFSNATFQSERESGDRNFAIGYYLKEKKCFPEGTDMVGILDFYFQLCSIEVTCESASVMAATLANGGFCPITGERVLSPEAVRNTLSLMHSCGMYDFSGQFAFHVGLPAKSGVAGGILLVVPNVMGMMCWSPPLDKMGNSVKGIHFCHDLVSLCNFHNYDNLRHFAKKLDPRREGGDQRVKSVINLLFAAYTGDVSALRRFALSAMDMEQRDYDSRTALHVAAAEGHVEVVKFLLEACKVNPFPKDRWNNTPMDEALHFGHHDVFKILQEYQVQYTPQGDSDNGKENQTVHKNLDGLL
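Glutamate formation by hKGA was monitored fluorometrically using coupled glutamate oxidase, HRP and Amplex Red. Substrate was added as 1 mM L-glutamine solution; incubation was 30 min at RT after an initial read.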
* hit, by the source's call; ? = inconclusive; · = not tested or not shown; & = joins results of further samples; [ ] = dose if it differs, or a comment. Unless noted, calls come from the whole dose curve; as a rule, active = well fitted curve in the direction sought with a large enough effect; inconclusive = small, poorly fitted or top-dose-only effect, or another doubt; inactive = no such curve, though single readings can be large; an effect the other way counts as inactive or inconclusive.

SMILES | G9a inh | HP1b chromo inh | 12-LOX inh | RGS4 inh | ERG Ets-DNA blk | PI4K2A block | JMJD2A Tudor inh | BAZ2B inh | GLS inh
CCOc1ccc(CNC(=O)c2cnc3sc(N4CCCCCC4)nn3c2=O)cc1OC | 6%[59 µM] | 51%[activator] | -3% | 2% | 3% | -2 | -21% | -1% | -7%
COc1ccc(-c2nn(C)c3sc(C(=O)Nc4cc(OC)c(OC)c(OC)c4)cc23)cc1OC | ? | -18% | -18% | ? | ? | 3 | ? | · | -13%
CC(C)CCNC(=O)CSc1nnc(-c2ccc(S(=O)(=O)N3CCCC3)cc2)n1C | 27% | 26% | 7% | 8% | · | -1 | -9% | 10% | -6%
CCN(CC)S(=O)(=O)c1ccc2oc(C(=O)N3CCOCC3)c(C)c2c1 | -1%[12.7 µM] | 6% | 0% | 23%[11.4 µM] | 5% | 6 | -9%[57.1 µM] | 12% | -3%
O=C(CSc1nc2c(c(=O)[nH]1)CCCC2)Nc1ccc(Br)cc1 | -32%[59 µM] | 2% | ? | 8% | -4% | 1 | -21% | -12% | 2%
COc1ccc(NC(=O)c2ccc3c(SCC(=O)O)c4c(nc3c2)CCCC4)cc1OC | 8%[59 µM] | 49%[activator] | -1% | -37% | 3% | -2 | -11% | -2% | -6%
COc1ccccc1C(CNC(=O)c1ccc(S(=O)(=O)N2CCCCC2)cc1)N(C)C (configuration not stated) | -7%[2.33 µM] | 31% | 130%[activator] | -23% | 1% | 13 | -13% | 4% | 3%
O=C(CSc1nnc(-c2ccccc2Cl)o1)N1CCOCC1 | 7% | 15% | -13% | 8% | 4% | 11 | -8% | -2% | -6%
Cc1ccc(S(=O)(=O)N2CCCCC2)cc1C(=O)Nc1ccccn1 | · | 5% | 6% | 16% | 1% | 4 | -24% | -10% | -2%
CC1CC(C)CN(S(=O)(=O)c2ccccc2[N+](=O)[O-])C1 (configuration not stated) | -17%[59 µM] | 20% | 5% | 11% | 8% | 0 | -19% | -29% | -4%
CCOc1ccccc1N(C(=O)c1snc(C(N)=O)c1N)C(C(=O)NC1CCCC1)c1cccs1 (configuration not stated) | 13% | 31% | -6% | -13% | 18% | 2 | 3% | 2% | -6%
CC(C)COP(=O)(CNC(=O)CN1C(=O)c2ccccc2S1(=O)=O)OCC(C)C | 8%[59 µM] | 22% | -28% | 28% | 1% | 0 | -3% | 2% | 11%
C=CCN1CN(S(=O)(=O)c2cccs2)c2nc3ccccc3nc21 | 2%[2.33 µM] | 47%[activator] | 1% | -13% | 5% | 3 | -30% | -14% | -3%
O=C(NCCc1ccccc1)C1CCC(CNS(=O)(=O)c2cccs2)CC1 (configuration not stated) | -3% | -14% | 4% | -1% | 1% | -2 | -13% | -32% | 0%
CN1CCCC(CN2c3ccccc3Sc3ccccc32)C1 (configuration not stated) | -9%&-40%[12.7 µM] | 11% | ? | 3% | -6% | -3 | -35% | -39% | 20%&23%
COc1ccc(OC)c(NC(=O)Cn2cnc3c(oc4ccccc43)c2=O)c1 | -8%[59 µM] | -3% | -22% | 2% | 3% | -4 | -27% | -4% | 4%
Cc1cccc(C2NC(c3cccc(C)c3)C([N+](=O)[O-])C(C)(C)C2[N+](=O)[O-])c1 (configuration not stated) | ? | -1% | -21% | 7% | 8% | 4 | -28% | -18% | 6%
CCN1C(=NCCCCO)N[C@@H](c2cccc(C(F)(F)F)c2)C(C(=O)OC)=C1C | 21%[12.7 µM] | 47%[activator] | ? | -22% | 0% | -5 | ? | ? | 2%
CCOC(=O)c1ccc2c(c1)N(CC(=O)Nc1cc(F)ccc1F)C(=O)c1ccccc1S2 | -4%[59 µM] | 15%[57 µM] | -16% | 10% | -10% | -1 | -7% | -1% | 5%
Cc1ccccc1N1CCN(C2=NC(=O)/C(=C/c3cn[nH]c3-c3ccccc3)S2)CC1 | -26%[59 µM] | 25% | -2% | 21% | -8% | 2 | 3% | -1% | 2%
COc1ccccc1-c1cc(C(=O)N2CCOCC2)no1 | -10%[59 µM] | -2% | -8% | -5% | -7% | 1 | -15% | 8% | -5%
CCC(Oc1ccc(F)cc1)C(=O)Nc1cc(-c2ccc(C)cc2)no1 (configuration not stated) | 7%[59 µM] | 44%[activator] | -17% | 6% | -3% | 0 | -5% | 14% | -6%
COc1ccc(NC(=O)CN2C(=O)COc3ccc(C)cc32)cc1 | · | 36% | 32%[activator] | 2% | 11% | -1 | 0% | 12% | -4%
CCNS(=O)(=O)c1ccc(CCC(=O)Nc2ccccc2C(=O)OC)cc1 | -2%[59 µM] | 33% | -17% | -14% | -14% | -5 | -6% | 6% | 2%
COc1ccc(Cl)cc1NC(=O)CN(C)C(C)C(=O)NC(=O)NC1CCCCC1 (configuration not stated) | -29% | 34% | 7% | -28% | -3% | 1 | -17% | 2% | -1%
COc1ccc2nc(NC(=O)C3CCN(S(=O)(=O)c4cccnc4)CC3)sc2c1 | 3% | 19% | -10% | 27% | 16% | -3 | -9% | 11% | -19%
Cc1noc(Cn2c(=O)c3ccccc3n(CC(=O)Nc3ccccc3C(F)(F)F)c2=O)n1 | -11%[59 µM] | 20% | 5% | 8% | 3% | 3 | -10% | -7% | 0%
O=C(CN1C(=O)C2C3C=CC(C4CC34)C2C1=O)OCC(=O)c1ccccc1 (configuration not stated) | 6%[59 µM] | 29% | -12% | 38% | 0% | -2 | -15% | 3% | 6%
CCCC(=O)C1=C(N(C)c2ccccc2)CC(C)(C)CC1=O | 18% | 27% | ? | 23% | -3% | -17 | -8% | 6% | 2%
COC(=O)Nc1ccc(S(=O)(=O)N2CCC(Cc3ccccc3)CC2)cc1 | -4%[59 µM] | -21% | 8% | -3% | ? | -1 | -15%[57.1 µM] | 6% | 4%
O=c1c2cnn(-c3ccccc3)c2nc(-c2cccs2)n1-c1ccc(Cl)cc1 | 9%[59 µM] | 49% | 7% | 18% | -6% | -2 | 26% | ? | -5%
CCS(=O)c1ccccc1C(=O)OCC(=O)N1CCC(c2ccccc2)=N1 (configuration not stated) | · | 35% | 0% | -6% | 11% | 3 | -7% | · | -2%
CC1CCCN(C(=O)c2ccc(CSc3nc4ccncc4n3Cc3ccccc3)cc2)C1 (configuration not stated) | ? | 38%[activator] | -18% | -1% | -8% | -1 | -24% | -17% | -2%
O=C(Nc1ccc(Br)cc1)C1CC(O)CN1C(=O)Oc1ccccc1 (configuration not stated) | 16% | 0% | -9% | 15% | -5% | 1 | -14% | 35%[activator] | 5%
COc1ccc2nc(N(CCN(C)C)C(=O)/C=C/c3cccs3)sc2c1 | 14µM* | 29% | ? | -12% | -24% | 11 | -27% | · | -5%
CCc1ccccc1NC(=O)c1cnc(N2CCCCC2)c2ccccc12 | 22%[59 µM] | 30%[57 µM] | -19% | -10% | -6% | 0 | -1% | 7% | ?
CC(C)N(C(=O)CSc1nnnn1C1CCCC1)C(C)C | 23% | 40% | 0%[57.4 µM] | 6% | · | -1 | -6% | 7% | 6%
CCCCCOc1ccccc1C(=O)NCCC(=O)O | · | 66%[activator] | 26% | -28% | 8% | 1 | -7% | 31% | 3%
CCC(OC(=O)c1nsc(Cl)c1Cl)C(=O)NCCc1ccccc1 (configuration not stated) | 23% | 5% | 0% | 0% | -2% | -1 | -8% | -7% | 6%
COc1ccc(/C=C/C(=O)c2cc(Cl)cc(Cl)c2O)c(OC)c1 | -3% | 28% | -3% | -21% | 4% | 1 | -6% | -36% | 5%
CCOc1ccc(C(=O)Nc2c3c(nn2-c2cccc(Cl)c2)CS(=O)C3)cc1 (configuration not stated) | -4%[59 µM] | 31%[activator] | -45% | -4% | 4% | -3 | -5% | -1% | 2%
Cc1ccc(/C=C/C(=O)Nc2ccc([N+](=O)[O-])c(NC(=O)/C=C/c3ccc(C)o3)c2)o1 | 22µM* | ? | 6.3µM* | -40% | 1% | ? | 79µM* | ? | -24%
CC(C)[C@H](NS(=O)(=O)c1ccc2c(c1)OCCO2)C(=O)OCC(=O)Nc1cc(Cl)ccc1Cl | -12%[59 µM] | ? | 8% | ? | -2% | 3 | ? | -6% | -4%
CC(=O)c1cc(-c2ccccc2)n(CCC(=O)NC(C)c2ccccc2)c1C (configuration not stated) | -34%[59 µM] | 15% | ? | 4% | 9% | 1 | -23% | ? | -3%
CC(=O)N1CCc2cc(S(=O)(=O)CCC(=O)Nc3ccc(Cl)cc3F)ccc21 | 71µM* | 49%[activator] | -7% | 5%[56.9 µM] | 5% | 2 | -10% | -20% | -6%
Cc1ccccc1Nc1c(-c2ccsc2)nc2c(C)cccn12 | -5%[59 µM] | 7% | ? | 24% | 1% | 2 | -10% | -19% | 20%
COc1cccc(N/C=C/C(=O)c2ccc(C)cc2)c1 | 70%[activator] | 71%[activator] | 0% | 9% | -6% | -17 | 34% | 36% | 12%

Assay outcomes from PubChem BioAssay.

These rows are one share of the data. The share of hits here may be higher or lower than overall.
